# Compound activity as filed in PubChem.
# S3 lipid droplet: qHTS Assay for Lipid Storage Modulators in Drosophila S3 Cells. Drosophila S3 cells, BODIPY lipid droplet fluorescence, 18-24 h; cells fed with added oleic acid. lipid storage change, negative = inhibition, % at the top dose, mostly 46.1 µM; hits show Potency in µM. hit rate 0.64% among 320,000; active means well fitted inhibition curve with a large enough effect in the signal ratio, with a control signal flat, not every such curve was filed as active; inconclusive means small, poorly fitted or top-dose-only effect, or effect the other way, or a change in a side signal; the % refers to the signal ratio
#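 Drosophila S3 cells got compounds at several concentrations plus oleic acid (400 uM solution). Laser-scanning cytometry with 488 nm excitation read lipid droplets at 500-530 nm and cells at 575-640 nm. Percent activity was relative to 20 uM Triacsin C.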
# S3 lipid droplet cell count max: further read-out of S3 lipid droplet, marked with its call; cell number change, %; measured here: cell count max response;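 cells counted by Cell Tracker Red CMTPX staining in the red channel; peak over a dose series mostly up to 46.1 µM; percent activity relative to internal control wells on each plate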
# Starred values were filed as active, the others as inactive; i = inactive; u = inconclusive; x = not tested or not shown; [ ] = remark or other dose. On the % scale 0 is the no-effect control and ±100 the full control effect; potency means the concentration at half of the fitted maximal effect. Only part of the results is shown, so the mix of outcomes need not match the whole.
SMILES,S3 lipid droplet,S3 lipid droplet cell count max
CCN1CCc2c(sc(NC(=O)c3ccc(S(=O)(=O)N4CC(C)OC(C)C4)cc3)c2C(N)=O)C1 (stereo not given),u,x
O=C(O)CCCC(=O)Nc1ccccc1Oc1ccccc1,-7%,-30
CC(C)=CCN1CCN(Cc2ccc(Sc3nncn3C)o2)CC1CCO (stereo not given),3%,2
CCc1ccc(CN2C(=O)CCC2(C)C(=O)NC2CCCC2)cc1 (stereo not given),15%,4
Cc1cc(NC(=O)CC2(CC(=O)O)CCCC2)n(C)n1,u,x
O=C(N/N=C\c1ccc(Cl)s1)c1cccs1,u,x
COc1ccc(S(=O)(=O)CCC(=O)NCc2ccc(C)o2)cc1,4%,6
Cc1nc(C)n(CC(=O)N2CCCC(C(=O)c3ccc(Cl)cc3C)C2)n1 (stereo not given),-30%,-13
CCOc1ccc(CCNC(=O)c2ccc(S(=O)(=O)N3CCCC3)cc2)cc1OCC,i[0.0737 µM],x
Cc1ccc(S(=O)(=O)Nc2ccc3cn[nH]c3c2)c(C)c1,u,x
CCc1nc2ccc(C(=O)NCCCN3CCN(c4ccc(F)cc4)CC3)cc2nc1CC,u,x
CCOC(=O)N1CCc2c(sc3ncn(Cc4ccc(F)cc4)c(=O)c23)C1,u,x
O=C(NCc1ccc(Cl)cc1)c1ccc2c(=O)n(CC3CCCO3)c(=S)[nH]c2c1 (stereo not given),u,x
O=C1C[C@H](NC(=O)OCc2ccccc2)CO1,1%,-1
Cc1oc(C(C)(C)C)cc1C(=O)Nc1ccc(C(=O)O)cc1,u,x
COc1ccc(/C=C/C(=O)N2CCN(c3ccccn3)CC2)cc1OC,u,x
Cc1cccc(N2CCN(C(=O)CC(NC(=O)c3ccccc3Cl)c3ccccc3)CC2)c1C (stereo not given),10µM*,-1.6*
Cc1cc(C)nc(N2CCC(C(=O)NCc3ccccc3)CC2)n1,7%,20
COC(=O)c1cc(NC(=O)c2ccc3c(c2)NC(=O)c2ccccc2S3)cc(C(=O)OC)c1,7%,15
CCOC(=O)c1ccccc1NC(=O)COc1coc(CN2CCc3ccccc32)cc1=O,u,x
CC1Cc2ccccc2N1C(=O)CN1CCN(Cc2ccccc2)CC1 (stereo not given),0%,-6
O=C(COC(=O)CN1C(=O)NC2(CCCC2)C1=O)Nc1c(Cl)cccc1C(F)(F)F,8%[0.0737 µM],-22
Cc1ccc(-n2c(CNc3cccc(Cl)c3)n[nH]c2=S)cc1,-11%,-9
COc1ccc(CNC(=O)COC(=O)/C=C/c2cccc(Br)c2)cc1OC,u,x
CCC(C)(C)n1nnnc1CN(Cc1cc2cc(OC)c(OC)cc2[nH]c1=O)C1CCCC1,100%,18
CCOc1ccc2[nH]c(=O)c(CN(Cc3ccccc3OC)C(=O)c3ccccc3)cc2c1,u,x
Cc1ccc(CCNC(=O)NC(C)(C)C)cc1,-6%,6
COc1ccc(OC(=O)c2ccncc2)cc1,1%,-29
O=S(=O)(c1ccccc1F)N1CCC(Oc2ccc(-n3cnnn3)cc2)CC1,u,x
FC(F)(F)COc1ccc(-c2nnc(SCc3c(Cl)cccc3Cl)o2)cn1,u,x
CCN(c1ccccc1)S(=O)(=O)c1ccc(C(=O)OC(C)C(=O)NCCC2=CCCCC2)cc1 (stereo not given),10%,-6
COc1ccc(C(=O)CCN2CCc3cc(OC)c(OC)cc3C2)cc1,u,x
COC(=O)c1ccc(C2C(C(=O)OCC(C)C)=C(C)N=C3SCCC(=O)N32)cc1 (stereo not given),0%,-3
O=C(NC1CCCCCC1)c1ccc(CS(=O)Cc2cccc(Cl)c2)o1 (stereo not given),i,28
CC1(C)Cc2ccccc2-c2nnc(-c3ccc4ccccc4n3)n21,u,x
O=C(Nc1cccc(-c2nnc(-c3ccccc3)o2)c1)c1ccco1,15%,-10
CCCCN(C)C(=O)c1nc2ccccn2c1CNC1CCC1,u,x
Cc1ccc2cc(C#N)c(NCCNC(=O)C3CC3)nc2c1C,29%,-8
CC(C)CC(=O)N=Nc1c(O)[nH]c2ccccc12,u,x
O=C(COc1nc2ccccc2nc1N1CCOCC1)Nc1ccc(S(=O)(=O)N2CCCC2)cc1,u,x
CC(C(=O)NNS(=O)(=O)c1cccc(C(F)(F)F)c1)n1nnc(N2CCOCC2)n1 (stereo not given),-2%,12
O=C(CSc1nnc(-c2ccccc2Cl)o1)Nc1ccccn1,20%,3
Cc1cc2ccccn2c1C(=O)c1nc(N2CCOCC2)ncc1Cl,-3%,-16
CCCN(CCC)C(=O)c1oc2ccccc2c1NC(=O)Cc1cccc(OC)c1,u,x
CC(=O)NC1=NC(=O)CS1,19%,-10
CCOc1ccc(NC(=S)NNC(=O)CC(C)O)cc1 (stereo not given),u,x
O=C1c2oc3ccccc3c(=O)c2C(c2cccnc2)N1CCCN1CCOCC1 (stereo not given),u,x
C=CCOc1ccc(C(=O)c2ccccc2)c(OCC(=O)NC2(C#N)CCCC2)c1,u,x
CCCn1c(=O)c2ccccc2n2c(Sc3nnnn3-c3ccccc3)nnc12,u,x
N#Cc1ccc(-c2ccc(F)cc2)nc1SCC(=O)Nc1sc2c(c1C#N)CCC2,-10%,-20
CC1CC(=O)Nc2ccccc2N1C(=O)CN1CCN(C=O)CC1 (stereo not given),3%,22
CCOc1ccc(NC(=O)NC(C)c2ccc3c(c2)OCO3)cc1 (stereo not given),15%,-1
Cc1ccc(NC(=O)COC(=O)C(NS(=O)(=O)c2ccc(Cl)cc2)C(C)O)cc1 (stereo not given),u,x
COCc1cc(C)nc(N2CCc3ccccc32)c1C#N,u,x
CC(=O)N/C(=C\c1ccccc1)C(=O)N1CCOCC1,3%,x
Cn1nnnc1SCC(=O)Nc1ccccc1N1CCOCC1,2%,6
CCNC(=O)COC(=O)c1cc(-c2ccco2)nc2ccccc12,u,x
Cc1nc2ccc(NC(=O)c3ccc(Cl)c(NC(=O)c4cccs4)c3)cc2s1,u,x
COc1cc(O)c(C(CCN2CCCCC2)c2cc(OC)c(OC)c(OC)c2)c(OC)c1 (stereo not given),12%,15
O=c1cc(C23CC4CC(CC(C4)C2)C3)[nH][nH]1,u,x
# (cont.)
SMILES,S3 lipid droplet,S3 lipid droplet cell count max
CCC(NS(=O)(=O)c1ccc(C)cc1)C(=O)N1CCOCCOCCOCC1 (stereo not given),u,x
Cc1cc(C)cc(OCC(=O)Nc2cnn(CCCC(=O)O)c2)c1,6%,-8
COc1ccc(-c2[nH]c(-c3cc(OC)c4c(c3)OCO4)nc2-c2ccccc2)cc1,-9%,-10
COC(=O)N1CCN(c2ccc(C)c(C)c2)CC1,u,x
Cc1onc(-c2ccccc2)c1-c1nnc(CN2CCN(S(=O)(=O)c3ccccc3F)CC2)o1,u,x
C/C(=N\NC(=O)c1cnccn1)c1ccc([N+](=O)[O-])cc1,u,x
CCOC(=O)C1CCN(C(=S)Nc2cccc(C)c2)CC1,u,x
COCCCNC(=O)CNC(=O)c1nn(-c2ccc(OC)cc2OC)c(=O)c2ccccc12,0%,5
CCCCCCCC(=O)N1c2ccccc2NC(=O)C1CC(=O)Nc1ccc(C(=O)O)cc1 (stereo not given),u,x
O=C(CN(Cc1cccs1)C(=O)CSc1nnc(COc2ccccc2)o1)NC1CCCC1,u,x
NC(=O)CCS(=O)(=O)CCN1CCN(S(=O)(=O)c2ccc3c(c2)CCC3)CC1,7%,2
CCN(CC)CCN1C(=O)C(O)=C(C(=O)c2cc3cccc(OC)c3o2)C1c1cccs1 (stereo not given),-4%,10
COc1ccc2c(c1)c1ncn(CCN3CCCC3)c(=O)c1n2C,11%,-8
COc1ccccc1NC(=O)C(C/C=C(\C)Cl)C(C)=O (stereo not given),-3%,3
CN1C(=O)c2cccc(NC(=O)C3CCCCC3)c2C1=O,u,x
CN1CCN(C(=O)CN(Cc2ccccc2)S(C)(=O)=O)CC1,u,x
COc1ccc(CN2C(=O)C(C)N(C(=O)c3c(F)cccc3F)c3ccccc32)cc1 (stereo not given),-2%,-7
NC(=O)C1CCN(Cc2nc(-c3cccs3)no2)CC1,u,x
Cc1nnc(SCc2ccccc2CSc2nnc(C)s2)s1,u,x
COc1cccc2cc(C(=O)NCc3ccccn3)c(=O)oc12,11%,10
Cc1cc(C)cc(NC(=O)C(=O)NCc2ccccn2)c1,u,x
O=C(NN=C1CCCC1)c1sc2ccccc2c1Cl,13%,10
COc1ccc(CNC(=O)CSc2n[nH]c(C)c2[N+](=O)[O-])cc1,-4%,-1
O=C(COc1ccccc1[N+](=O)[O-])Nc1ccc2c(c1)CCC2,u,x
COc1ccccc1C(=O)NCCC(=O)NCC(C)(C)N1CCOCC1,0%,x
CN(C)CCNC(=O)c1[nH]nc2c1CCc1ccccc1-2,u,x
O=C(Nc1ccc(S(=O)(=O)N2CCc3ccccc3C2)cc1)c1ccccc1,u,x
COC(=O)c1c(NC(=O)C2CCCO2)sc2c1CCC2 (stereo not given),i,x
CC(C)c1nnc(NC(=O)CSc2nnc(-c3ccco3)o2)s1,u,x
Cc1ccc(S(=O)(=O)NCCC(=O)Nc2cc(F)ccc2C)cc1C,u,x

# An excerpt from above in order of their number in S3 lipid droplet cell count max, ascending:
SMILES,S3 lipid droplet,S3 lipid droplet cell count max
COc1ccc(CN2C(=O)C(C)N(C(=O)c3c(F)cccc3F)c3ccccc32)cc1 (stereo not given),-2%,-7
COc1ccc(CNC(=O)CSc2n[nH]c(C)c2[N+](=O)[O-])cc1,-4%,-1
O=C(NN=C1CCCC1)c1sc2ccccc2c1Cl,13%,10

# Next section
SMILES,S3 lipid droplet,S3 lipid droplet cell count max
Cc1ccc(NS(=O)(=O)c2ccc(NC(=O)C3CCCO3)cc2)cc1 (stereo not given),-28%,-29
Cn1c2c(c(=O)n(C)c1=O)C(NS(=O)(=O)c1ccccc1)(C(F)(F)F)C(=O)N2 (stereo not given),u,x
Cc1c(Cl)c([N+](=O)[O-])nn1CC(=O)NCc1cccs1,8%,1
CN(Cc1ccccc1)Cc1nc2scc(-c3ccccc3)c2c(=O)[nH]1,i,4
COCc1cc(C)[nH]c(=O)c1C(=O)NC12CC3CC(CC(C3)C1)C2,u,x
Cc1ccc(N2CC(C(=O)NCc3ccc4c(c3)OCO4)CC2=O)cc1C (stereo not given),u,x
Cc1ccc(S(=O)(=O)NCC(C)n2nc(C)nc2C)cc1 (stereo not given),u,x
Cc1cc(C)cc(NC(=O)C(OC(=O)c2cccs2)c2ccccc2)c1 (stereo not given),9%,1
CCC(=O)c1ccc(OCC(O)CN2C(=O)NC(C)(C)C2=O)cc1 (stereo not given),0%,-11
C[C@@H]1CN(C(=O)c2nc3ccc(Cl)cn3c2CN2CCc3sccc3C2)C[C@H](C)O1,u,x
CC1CN(/C=C/C(=O)C(F)(F)F)CC(C)O1 (stereo not given),u,x
CCOc1ccccc1-n1nnnc1SCC(=O)OC,u,x
Cc1ccc(S(=O)(=O)NCc2ccccn2)c(C)c1C,i,x
CC(c1ccccc1)N(CCC(c1ccccc1)C1CCOC(C)(C)C1)C(=O)c1ccco1 (stereo not given),u,x
O=C1CC2(CCN(C(=O)COc3ccc(Cl)cc3)CC2)Oc2ccccc21,u,x
CCCn1nc(C(=O)NCc2ccc3c(c2)OCO3)c2ccccc2c1=O,-10%,18
C=CCn1c(SCC(=O)c2cc(C)n(Cc3cccs3)c2C)nnc1-c1ccncc1,u,x
Cc1cc(N2CC(C(=O)NCc3cccnc3)CC2=O)ccc1C(C)C (stereo not given),-23%,-12
CC(Sc1nc2ccccc2[nH]1)C(=O)Nc1ccccc1F (stereo not given),12%,x
CC(=O)c1ccc(OCc2cc(C(=O)N3CCN(c4ccccc4)CC3C)no2)cc1 (stereo not given),i,x
CCCCOc1ncnc2c1[nH]c1ccc(OCC)cc12,i,20
CCCCSC(=S)N(C)C1CCS(=O)(=O)C1 (stereo not given),-1%,-12
CCn1cnc2sc(C(=O)Nc3ccccc3OC)c(C)c2c1=O,u,x
O=C1CCC(C(=O)NCCN2C(=O)S/C(=C\c3cccnc3)C2=O)=NN1,u,x
COc1cc(Nc2nc(SCC#N)nc3ccccc23)cc(OC)c1OC,u,x
Cc1ccc2nc(NC(=O)CSCC(=O)Nc3cc(C)on3)sc2c1,u,x
CC(C)Cn1c(=S)[nH]c2cc(C(=O)O)ccc2c1=O,3%,11
CC(C)(C)NS(=O)(=O)c1ccc(NS(C)(=O)=O)cc1,u,x
O=S(=O)(c1ccc(F)c(F)c1)N1CCCc2ccccc21,u,x
COC(=O)CN1C(=O)[C@H]2[C@@H](c3ccc(C)o3)N3C(=O)CN(CCO)C(=O)[C@@]3(Cc3ccccc3)[C@H]2C1=O,u,x
O=C(NCCC1CCCCN1S(=O)(=O)c1cccs1)C(=O)Nc1ccccc1 (stereo not given),0%,-24
CN(CC(=O)Nc1cccc(F)c1)C(=O)c1cc(S(=O)(=O)N(C)C)ccc1N1CCCC1,u,x
CCN(CC)C(=O)c1ccccc1NS(=O)(=O)c1cccs1,8%,2
CCc1c(C(=O)NNC(=S)NCC(C)C)csc1C,u,x
O=C(Nc1ccccc1)Nc1ccc(C(F)(F)F)cn1,8%,2

# Reformatted: results already given.
S3 lipid droplet	S3 lipid droplet cell count max	Compound
8%	2	O=C(Nc1ccccc1)Nc1ccc(C(F)(F)F)cn1
u	x	CN(CC(=O)Nc1cccc(F)c1)C(=O)c1cc(S(=O)(=O)N(C)C)ccc1N1CCCC1
8%	2	CCN(CC)C(=O)c1ccccc1NS(=O)(=O)c1cccs1

# Look-ups from the list.
# Value of `O=C(Nc1ccccc1)Nc1ccc(C(F)(F)F)cn1` in S3 lipid droplet: 8%
# Value of `CCN(CC)C(=O)c1ccccc1NS(=O)(=O)c1cccs1` in S3 lipid droplet cell count max: 2
